GLS inh = inhibitors of human glutaminase (GLS); 0.21% of 410,000 active; AID 624170; GLS enzymatic activity, qHTS titration; Potency, µM (highest dose often 45.5 µM), without a hit: top-dose activity change, negative = inhibition, actives largely listed as inhibitors; also: potency is read from the fitted curve at half-maximal effect; % is scaled to controls: 0 for no effect and ±100 for the full control effect
Target sequence (O94925 whole entry, looked up): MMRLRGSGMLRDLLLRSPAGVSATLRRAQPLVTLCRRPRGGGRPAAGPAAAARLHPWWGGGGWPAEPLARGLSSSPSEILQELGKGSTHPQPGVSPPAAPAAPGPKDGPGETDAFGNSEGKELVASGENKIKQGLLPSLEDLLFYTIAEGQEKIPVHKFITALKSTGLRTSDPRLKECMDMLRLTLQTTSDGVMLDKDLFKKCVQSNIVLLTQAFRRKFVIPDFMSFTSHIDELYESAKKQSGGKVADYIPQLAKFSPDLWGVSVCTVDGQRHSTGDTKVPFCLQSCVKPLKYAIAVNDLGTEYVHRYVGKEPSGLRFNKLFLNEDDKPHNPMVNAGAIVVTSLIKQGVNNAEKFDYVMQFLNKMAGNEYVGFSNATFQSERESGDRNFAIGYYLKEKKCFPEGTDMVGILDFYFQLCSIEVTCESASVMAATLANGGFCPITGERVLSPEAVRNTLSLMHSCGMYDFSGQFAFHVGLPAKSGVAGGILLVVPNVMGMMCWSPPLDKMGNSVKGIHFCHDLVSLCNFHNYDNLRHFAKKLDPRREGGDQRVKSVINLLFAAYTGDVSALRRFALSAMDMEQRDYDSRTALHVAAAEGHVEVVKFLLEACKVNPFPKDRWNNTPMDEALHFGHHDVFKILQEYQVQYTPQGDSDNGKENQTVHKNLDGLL
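Read-out is an Amplex red fluorescence increase coupled through glutamate oxidase and HRP, measured before and after 30 min room-temperature incubation. hKGA is in 45 mM KH2PO4 (pH 8.2) with 0.02% Tween-20; glutamine added as 1mM solution.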
JMJD2A Tudor inh = JMJD2A Tudor domain (human) inhibition; 4.4% of 390,000 active; AID 504339; Potency, µM (highest dose often 114 µM), inactives show at the top dose activity change, negative = inhibition, most hits filed as inhibitors; AlphaScreen JMJD2A-Tudor / H3K4me3 peptide binding; also: potency is read from the fitted curve at half-maximal effect; % is scaled to controls: 0 for no effect and ±100 for the full control effect; nearly all actives have a fitted effect of over 50% in size
Tb PGK inh = blocks T. brucei phosphoglycerate kinase; PGK/GAPDH coupled, Kinase-Glo luminescence, 60 min; Potency, µM (top dose mostly 57.5 µM), inactives show top-dose activity change, negative = inhibition, usual class: inhibitors; P07378; 0.043% of 380,000 active; also: potency is read from the fitted curve at half-maximal effect; % is scaled to controls: 0 for no effect and ±100 for the full control effect; nearly all actives have a fitted effect of over 60% in size
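Luminescent ATP detection (Kinase-Glo Plus) follows a 60-minute room-temperature incubation, with wells lacking PGK as controls. Buffer: 100 mM TEA (pH 7.6), 5 mM MgCl2, 0.01% Tween-20. Coupling enzyme GAPDH (100 nM final) supplies unstable 1,3-BPG in-well.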
BAZ2B block = blocks human BAZ2B. Q9UIF8. AlphaScreen BAZ2B-H3K14Ac peptide displacement. Potency, µM (titrated, usually from 114 µM), without a hit: at the top dose activity change, negative = inhibition, usual class: inhibitors. 4.4% of 360,000 active. AID 504333; also: potency is read from the fitted curve at half-maximal effect; % is scaled to controls: 0 for no effect and ±100 for the full control effect; nearly all actives have a fitted effect of over 60% in size
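Compounds, titrated to a top concentration of 110 uM, were incubated 30 min at room temperature with preformed BAZ2B/acetyl-K14 H3 peptide complex (50 nM each). Proximity signal was measured by AlphaScreen after 20 min with beads.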
G9a block = G9a (human) methyltransferase inhibition | Q96KQ7 | G9a H3K9 monomethylation, AlphaScreen, 2 h | Potency, µM (highest dose often 102 µM), without a hit: at the highest dose activity, negative = inhibition, usual class: inhibitors | 8.8% of 350,000 active | AID 504332; also: potency is read from the fitted curve at half-maximal effect; % is scaled to controls: 0 for no effect and ±100 for the full control effect; nearly all actives have a fitted effect of over 75% in size
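G9a (20 nM) preincubated 15 min RT with compounds, then 500 nM biotinylated H3K9 peptide and 20 uM SAM added; 2 h RT reaction. Monomethyl-H3K9 product detected by AlphaScreen with anti-H3K9me1 antibody, streptavidin donor and anti-rabbit IgG acceptor beads.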
ERG Ets-DNA blk = ERG Ets/DNA interaction inhibition; fluorescence polarization, His-ERG Ets domain / labelled DNA; AID 624246; Potency, µM (doses to about 76.9 µM), for inactives: at the highest dose FP activity, negative = inhibition, usual class: inhibitors; P11308; 0.028% of 370,000 active; active = well fitted inhibition curve with a large enough effect in the polarisation, with a control signal flat; inconclusive = small, poorly fitted or top-dose-only effect, or effect the other way, or a change in a side signal; inactive = no such curve, though single readings can be large or run the other way; the % refers to the polarisation;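 also: polarization taken with two DNA probes labelled with fluorescein and Texas red; potency is read from the fitted curve at half-maximal effect; % of control where 0% means no effect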
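His-tagged ERG Ets domain (1 uM in the protein solution; 300mM KCl, 50mM Tris-HCl, 1mM EDTA, 1mM DTT, pH 7.5) received compound, then a probe mix of 5 nM fluorescein-DNA and 100nM Texas-615-DNA. Fluorescence polarization was read for both dyes.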
HP1b chromo inh = inhibitors of HP1-beta chromodomain binding to methylated histone tails. P83916. AlphaScreen HP1-beta / biotin-H3K9me3 peptide binding. Potency, µM (top dose mostly 114 µM), inactives show top-dose activity change, negative = inhibition, hits mostly inhibitors. 0.56% of 390,000 active; also: potency is read from the fitted curve at half-maximal effect; nearly all actives have a fitted effect of over 70% in size; inactives centre near 23
Target sequence (P83916 whole entry, looked up): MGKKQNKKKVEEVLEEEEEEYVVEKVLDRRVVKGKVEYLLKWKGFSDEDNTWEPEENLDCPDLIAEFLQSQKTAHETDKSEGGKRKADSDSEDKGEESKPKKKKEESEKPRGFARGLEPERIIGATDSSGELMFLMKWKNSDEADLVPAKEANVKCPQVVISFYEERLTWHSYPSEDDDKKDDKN
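HP1-beta protein (50 nM final) preincubated 30 min at room temperature with biotinylated H3(1-18)K9me3 peptide (50 nM) in PBS pH 7.4, 0.01% Tween-20, then compound added for 30 min. AlphaScreen streptavidin donor/nickel chelate acceptor beads (10 ug/mL final), 30 min dark, luminescence read.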
Pin1 inh = inhibitors of human Pin1; 0.009% of 390,000 active; AID 504891; Potency, µM (titrated, usually from 115 µM), without a hit: at the top dose activity, negative = inhibition, usual class: inhibitors; Q13526; Pin1 FP peptide displacement, HiFluor488, 10 min; active = well fitted inhibition curve with a large enough effect in the polarisation, with a control signal flat, not every such curve was filed as active; inconclusive = small, poorly fitted or top-dose-only effect, or effect the other way, or a change in a side signal; inactive = no such curve, though single readings can be large or run the other way; the % refers to the polarisation; also: potency is read from the fitted curve at half-maximal effect; % is scaled to controls: 0 for no effect and ±100 for the full control effect
Target sequence (Q13526 whole entry, looked up): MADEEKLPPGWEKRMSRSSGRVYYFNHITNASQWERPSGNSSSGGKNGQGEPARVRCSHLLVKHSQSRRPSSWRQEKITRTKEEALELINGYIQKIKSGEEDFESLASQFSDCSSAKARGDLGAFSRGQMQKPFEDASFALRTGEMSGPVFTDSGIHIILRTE
PI4K2A inh = blocks human PI4K2A kinase activity. purified PI4K2A, ADP-Glo luminescence, 1 h; hits give low values. AID 1346378. activity change, negative = inhibition, % at 76.9 µM. Q9BTU6. 0.13% of 420,000 active; in the data active = activity change below about -50%; inconclusive = mostly about -30% to -49%;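 also: -100% = wells without enzyme as full effect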
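Compounds are screened against recombinant PI4K2A using PI as substrate and ATP, the latter dispensed at 300 microM. Reactions run one hour at ambient temperature before ADP-Glo detection; full inhibition defined by wells lacking enzyme.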
* = called active by the depositor; i = inactive; ? = inconclusive; / = no result given; [ ] = another dose, or the depositor's remark. Unless noted, calls follow the shape of the dose curve; as a rule, active = well fitted curve in the direction sought with a large enough effect; inconclusive = small, poorly fitted or top-dose-only effect, or another doubt; inactive = no such curve, though single readings can be large; an effect the other way counts as inactive or inconclusive.

SMILES	GLS inh	JMJD2A Tudor inh	Tb PGK inh	BAZ2B block	G9a block	ERG Ets-DNA blk	HP1b chromo inh	Pin1 inh	PI4K2A inh
COCCCNc1nc2c(c(=O)n(C)c(=O)n2C)n1Cc1cccc(OC)c1	19%	-16%	-3%	-9%	21%[59 µM]	3%	12%	3%	-6
O=C(NCCc1csc(-c2cccc(F)c2)n1)C(=O)Nc1cc(F)ccc1F	-10%	-13%	-9%	-5%	4%[59 µM]	-3%	8%[57 µM]	-5%	4
O=C(Nc1ccc(Cl)cc1)N1CCC(CN2CCCCCC2)CC1	-11%	-25%	-12%	1%	-30%[59 µM]	-2%	7%	15%	3
CNC(=O)COC(=O)/C=C/c1ccco1	8%	-14%	-4%	-7%	?	8%	37%	-10%	3
CCOC(=O)c1nn(-c2ccccc2)c(=O)cc1OCC(=O)Nc1cc(C)ccc1C	-10%	-3%	i	6%	-30%	-13%	39%	-1%	-1
O=C(NCc1ccco1)C1CCN(S(=O)(=O)c2cccc([N+](=O)[O-])c2)CC1	0%	-10%	10%	-3%	8%	7%	11%	-1%	-1
CCOC(=O)c1[nH]cnc1C(=O)Nc1cccc(Cl)c1	-1%	-15%	-10%	89µM*	?	6%	3%	-16%	-3
O=C(O)Cc1sc(Nc2ccc(C(=O)O)cc2)nc1-c1ccccc1	11%	0%	-10%	-19%	2%[59 µM]	4%	30%	4%	-5
COc1ccccc1NC(=O)Cn1c(=O)n(-c2ccc(C)cc2)c(=O)c2c1cnn2C	2%	-1%	i	-1%	2%[59 µM]	1%	35%	34%[activator]	-4
O=C(CSc1nc(-c2ccccc2)cs1)NCCN1C(=O)CSC1=O	4%	-18%	i	-17%	3%	-9%	8%	-3%	1
COc1ccc(CCNC(=O)CCc2cn(Cc3ccc(C)cc3)c3ccccc23)c(OC)c1OC	7%	?	i	?	?	-1%	10%	?	-1
COc1ccc([C@H]2CC(=O)C=C(c3ccc(C(=O)O)cc3)C2)cc1OC	3%	-6%	i	1%	2%[0.501 µM]	4%	40%[activator]	5%	-4
CN(C)C(=O)c1nc2ccc(Cl)cn2c1CNCc1cccc(OC(F)(F)F)c1	-3%	-2%	7%	-17%	?	0%	41%[activator]	6%	-2
COc1cc(Cl)c(C)cc1NC(=O)CSC1=NCCS1	-12%	36%[activator]	-8%	/	/	0%	148%[activator]	0%	-4
O=C(O)/C=C/C(=O)Nc1ccc(C(=O)c2ccccc2)cc1	-1%	-20%	i	-13%	-37%	1%	26%	0%	3
Cc1cc(=O)[nH]c(SCc2ccccc2)n1	2%	-7%	8%	31%[activator]	/	-5%	35%	-1%	-21
CCOC(=O)Cn1cc(/C=N/N2C(=O)C3C4C=CC(C4)C3C2=O)c2ccccc21 (centres undefined)	-10%	?	0%	-17%	/	19%	-20%	1%	5
CCc1ccc(CNC(=O)C2CCC(=O)N2C2CCCCC2)cc1 (centres undefined)	0%	-8%	1%	-4%	20%	1%	20%	6%	0
CCOc1ccc(NC(=O)CCc2nnc3ccc(N4CCC(C)CC4)nn23)cc1	-13%	-19%	-7%	-19%	16%	-3%	56%[activator]	-15%	8
Nc1c(Cl)cc(-c2csc(N3CCCC3c3nc4cc(Cl)c(N5CCCCC5)cc4n3CCCO)n2)cc1Cl (centres undefined)	5%	-33%	-8%	/	/	2%	2%	36%[activator]	-3
Cc1cccc(C)c1NC(=O)CCCCCC1NC(=O)NC1C (centres undefined)	14%	3%	20%	8.9µM*	13µM*	3%	53%[activator]	-3%	5
Cc1cccc(C(=O)n2nc(-c3cccnc3)nc2NCc2ccc(F)cc2)c1	-17%	-10%	-2%	3%	9%[59 µM]	3%	25%	6%	18
Cc1ccccc1N1CCN(S(=O)(=O)c2nnc(NC(=O)c3ccco3)s2)CC1	5%	-24%	9%	-19%[57.1 µM]	-18%	-2%	19%	?	-6
CC1CCN(CC(O)COC2CC(C)CCC2C(C)C)CC1 (centres undefined)	4%	3%	5%	-8%	/	8%	33%	2%	-2
CCc1ccc(C2CC(=O)Oc3c2c(=O)n(C)c2ccccc32)cc1 (centres undefined)	1%	-11%	-9%	-17%	12%[59 µM]	2%	16%	-2%	0
SMILES	GLS inh	JMJD2A Tudor inh	Tb PGK inh	BAZ2B block	G9a block	ERG Ets-DNA blk	HP1b chromo inh	Pin1 inh	PI4K2A inh
O=C(COc1ccc(S(=O)(=O)N2CCOCC2)cc1)NCCc1ccccc1	-4%	0%	4%	-9%	-1%	9%	44%[activator]	-4%	-1
O=C(c1cccc([N+](=O)[O-])c1)N1CCN(c2ncccn2)CC1	-10%	2%	/	0%	-8%	3%	72%[activator]	-3%	4
Cc1ccc(N(C(=O)c2csnn2)C(C(=O)NCc2ccccc2)c2ccccn2)cc1 (centres undefined)	5%	-13%	8%	5%	78%[activator]	-6%	19%	-1%	1
CC1(C)Cc2c(sc3ncnc(NNC(=S)NCc4ccccc4)c23)CO1	6%	-26%	8%	-26%	?	1%	18%	-2%	-1
CCc1nn(C(C)C(=O)NCCN2CCCCCC2)c(=O)c2cc3occc3n12 (centres undefined)	3%	-7%	-9%	20%	-17%	-8%	52%[activator]	2%	-1
COc1ccc(C(=O)NCc2nnc(SCC(=O)c3ccccc3)n2C)cc1OC	-3%	-13%	i	7%	56µM*	13%	19%	-7%	-17
Cc1ccc(S(=O)(=O)N2CCSCCSCCSCCSCC2)cc1	8%	-2%	0%	/	/	/	37%	7%	-1
Cc1cc([N+](=O)[O-])cc(/C=N\NC(=O)C2COc3ccccc3O2)c1O (centres undefined)	27%	50µM*	3%	28µM*	-51%	-3%	30%	1%	20
O=C(Cn1cc2c(n1)CCCC2)NCc1cccnc1	-1%	?	0%	7%	-14%	-3%	41%[activator]	-1%	-2
COc1ccc(/C=N/N=C/c2ccc(OC)c(O)c2)cc1O	?	-15%	1%	-6%	3%[0.0925 µM]	1%	-6%	3%	1
CCOc1ccc(NC(=O)COc2cccc3c2CCN(Cc2cccnc2)C3=O)cc1	-3%	-15%	-1%	-2%	13%	-20%	20%	10%	-3
COc1ccc(C(=O)Nc2ccccc2[N+](=O)[O-])cc1S(=O)(=O)N1CCOCC1	-2%	-24%	4%	-11%	10%	2%	2%	-6%	0
Cc1[nH]c(=O)[nH]c(=O)c1Cc1cccc2ccccc12	3%	9%	2%	0%	5%	-3%	37%	-9%	0
CC(O)CNCc1cccc2ccccc12 (centres undefined)	-3%	-6%	-2%	5%	-11%[59 µM]	10%	28%	-5%	8
CC(C)CCNC(=O)c1c(CSc2ccc(Cl)cc2)noc1C(=O)NCc1ccccc1	5%	15%	6%	/	/	-5%	45%[activator]	?	1
O=C(Nc1ccc2oc(-c3ccc4ccccc4c3)nc2c1)c1ccc(Cl)c(Cl)c1	-13%	3%	-2%	-1%	6%[59 µM]	-6%	25%	9%	-10
COc1ccc(C)cc1N(CC(=O)Nc1ccc(S(=O)(=O)N2CCOCC2)cc1)S(C)(=O)=O	-15%	-6%	-6%	1%	9%[59 µM]	-13%	48%[activator]	0%	-3
CCN(CC(=O)Nc1ccccc1OC)C(=O)CN1C(=O)NC(C)(c2ccc3ccccc3c2)C1=O (centres undefined)	0%	-9%	i	/	/	5%	34%	2%	0
Cc1c(CC(=O)O)c(=O)oc2cc(OCc3nn[nH]n3)ccc12	2%	-28%	-8%	-7%	?	-7%	6%	-6%	-2
Cc1ccccc1NC(=O)CNc1ccc(Cl)c(C(F)(F)F)c1	6%	-14%	-9%	4%	?	-3%	30%	5%	3
CN1CCN(S(=O)(=O)c2cccc(C(=O)Nc3sccc3C(N)=O)c2)CC1	6%	-34%	?	-39%	?	16%	-3%	?	25
COC(=O)[C@@H]1C[C@@]2(O)[C@@H](O)[C@@H](O)[C@@H](O)C[C@H]2N1CC(c1ccccc1)c1ccccc1	13%	-7%	-5%	7%	?	-4%	18%	-1%	0
OCCCCNCc1ccc(OCc2ccccc2Cl)cc1	-3%	-20%	/	3%	-3%	/	24%	-16%	1
CCCC(O)(c1ccc(CC)cc1)C(CN1CCOCC1)c1ccccc1 (centres undefined)	-1%	1%	-4%	-9%	-1%	0%	21%	11%	3
COc1ccc(C)cc1S(=O)(=O)N(CC(=O)N1CCCC1)c1ccc(C)cc1	0%	-11%	2%	/	/	-7%	20%	-3%	-4
CC1CCN(S(=O)(=O)c2ccc(C(=O)NCc3cccnc3)cc2)CC1	-9%	-5%	i	-5%	-2%	-10%	37%	-9%	3
COc1cccc(NC(=O)C(OC(=O)c2cnc(C)cn2)c2ccccc2)c1 (centres undefined)	2%	-19%	-9%	7%	45µM*	4%	4%	8%	1
O=C(Nc1cccc(S(=O)(=O)N2CCCC2)c1)c1ccco1	1%	-7%	2%	/	/	-1%	19%	2%	-6
CCc1c(C)c2ccc(O)c(CN3CCCC3)c2oc1=O	9%	?	4%	1%	17%	0%	3%	-1%	-1
CN1CCC(N(C)C(=S)NCCc2ccccc2)CC1	1%	-20%	-2%	0%	?	0%	16%	3%	4

Reformatted with the structure last: entries from further up
GLS inh	JMJD2A Tudor inh	Tb PGK inh	BAZ2B block	G9a block	ERG Ets-DNA blk	HP1b chromo inh	Pin1 inh	PI4K2A inh	molecule
6%	-14%	-9%	4%	?	-3%	30%	5%	3	Cc1ccccc1NC(=O)CNc1ccc(Cl)c(C(F)(F)F)c1
1%	-20%	-2%	0%	?	0%	16%	3%	4	CN1CCC(N(C)C(=S)NCCc2ccccc2)CC1

Screening data (PubChem BioAssay)
